# All columns: NCI-60 one-dose screen, growth in % after 48 h at 10 µM unless noted; 100 = growth as untreated, 0 = no growth, -100 = all killed.
# 786-0: 786-0 renal cancer cells | 81,000 tested, 5.1% active | AID 1794775
# TK-10: TK-10 renal cancer cells. 81,000 tested, 3.9% active
# NCI-H460: NCI-H460 lung cancer; 82,000 tested, 6.8% active; AID 1794736
# UO-31: UO-31 renal cancer. 81,000 tested, 5.2% active. AID 1794768
# NCI-H322M: NCI-H322M lung cancer; 80,000 tested, 2.7% active; AID 1794733
# RXF 393: RXF 393 renal cancer cells; 77,000 tested, 6.9% active
# CAKI-1: CAKI-1 renal cancer. 75,000 tested, 4.7% active
# ACHN: ACHN renal cancer. AID 1794771. 81,000 tested, 4.9% active
# NCI-H522: NCI-H522 lung cancer; 78,000 tested, 8% active
# * = called active by the depositor; . = not tested or not shown; & = joins results of further samples. The calls were made as follows: active = growth percent below 10; inactive = the rest.
# Fields: UO-31	NCI-H522	NCI-H460	786-0	RXF 393	TK-10	ACHN	CAKI-1	NCI-H322M
COc1ccc(OC)c2c1[nH]c(=O)c1c3ncccc3cn21
  27	30	-4.0*	35	13	39	18	-29*	48
O=Cc1ccc(COC2CCC(=O)N2)o1 (stereo not drawn)
  99	97	103	103	98	104	107	100	107
COc1ccc(-c2ccc3c(=O)n(C)c(SC)nc3n2)cc1
  88	96	106	48	105	127	101	93	105
O=C(O)c1ccc2c3ccc(C(=O)O)c4c(C(=O)O)ccc(c5ccc(C(=O)O)c1c25)c43
  86	95	96	107	100	117	107	80	100
Cn1ncc2c1NC(c1ccc(F)cc1)SCC2=O (stereo not drawn)
  95	23	102	98	84	97	105	70	91
CCOC(=O)C(=CNc1cccc(C)n1)C(=O)OCC
  83	.	96	97	101	.	91	107	90
O=C(Nc1cccc(-n2cc(-c3ccncc3)c(-c3ccc(O)c(Cl)c3)n2)c1)c1ccc(N2CCOCC2)c(C(F)(F)F)c1
  13	36	12	8.9*	-8.6*	73	29	26	44
ClCC(CNCc1ccccc1)c1ccccc1 (stereo not drawn)
  .	102	118	105	126	105	110	101	.
COC1=CC(n2cccc2)=N/C1=C\c1[nH]c(C)c(C(=O)OCc2ccccc2)c1C
  70	100	94	81	73	121	85	61	98
CCCn1cc(/C=N\N=C2\C(=O)Nc3ccc(OC(F)(F)F)cc32)c2ccccc21
  81	81	89	105	102	99	86	93	111
COc1cc(/C=C/c2cc(/C=C/c3ccc(O)c(OC)c3)n(C(=O)Nc3ccc(C)cc3C)n2)ccc1O
  -39*	6.3*	1.9*	-59*	-67*	16	5.3*	-37*	8.1*
CS(=O)(=O)O[C@@H]1C(=O)N(c2cc3c4ccccc4ccc3c3ccccc23)[C@H]1c1ccc(F)cn1
  47	-20*	16	26	19	82	52	.	67
Nc1nc(NS(=O)(=O)c2ccccc2)ncc1-c1nc2ccccc2[nH]1
  99	94	112	105	122	114	100	94	103
Nc1c(OS(=O)(=O)c2ccccc2)cccc1OS(=O)(=O)c1ccccc1
  79	94	103	101	123	122	117	97	114
CCOC(=O)c1[nH]c(Cc2c(C)[nH]c(C)c2C(=O)OCC)c(C(=O)OCC)c1C
  77	77	104	91	96	92	100	84	101
Cc1nc2c(cnn2-c2ccccc2)c(=O)n1-c1ccc(N)cc1
  .	92	83	86	97	78	72	68	110
COc1ccc(-n2c(=O)n(-c3ccc(-c4nc5ccc(F)cc5s4)cc3)c(=O)c3cccnc32)cc1
  76	89	110	100	129	119	103	85	102
COc1ccc(Nc2cc(NC(=O)CNc3cc(OC)c(Cl)c(OC)c3Cl)ncn2)cc1
  60	65	89	88	87	93	79	.	88
COC(C)(C)C1CCC(C)=CC1c1cc(O)ccc1O (stereo not drawn)
  95	119	106	113	112	120	103	109	114
CC(C)OC(=O)c1ccc2n1CCCc1cnc(NC3CCCC3)nc1-2
  104	86	108	99	105	107	101	89	100

# Quoted from the listing.
# `CS(=O)(=O)O[C@@H]1C(=O)N(c2cc3c4ccccc4ccc3c3ccccc23)[C@H]1c1ccc(F)cn1` in RXF 393 reads 19
# `CCCn1cc(/C=N\N=C2\C(=O)Nc3ccc(OC(F)(F)F)cc32)c2ccccc21` in NCI-H522 reads 81
# `COc1ccc(-n2c(=O)n(-c3ccc(-c4nc5ccc(F)cc5s4)cc3)c(=O)c3cccnc32)cc1` in NCI-H460 reads 110
# `O=C(Nc1cccc(-n2cc(-c3ccncc3)c(-c3ccc(O)c(Cl)c3)n2)c1)c1ccc(N2CCOCC2)c(C(F)(F)F)c1` in ACHN reads 29

# Continuation:
# Fields: UO-31	NCI-H522	NCI-H460	786-0	RXF 393	TK-10	ACHN	CAKI-1	NCI-H322M
COc1ccc(/C=C/C(c2cc(OC)c(OC)c(OC)c2)n2cncn2)cc1O (stereo not drawn)
  54	13	13	23	-17*	41	63	34	55
C[C@H]1COc2c(C3(N)CC3)c(F)cc3c(=O)c(C(=O)O)cn1c23
  90	.	104	109	110	112	102	95	.
O=C(CCCCCCC(=O)Nc1ccc(C(=O)/C=C/c2cn(-c3ccccc3)nc2-c2ccccc2)cc1)NO
  59	46	67	71	.	76	95	73	75
CCCCCCCCN1C(=O)c2ccccc2C1=O
  97	96	104	97	.	.	114	100	111
O=C1NC(=O)/C(=C\c2cccc(Br)c2)N1
  94	87	107	94	103	97	104	104	105
CN(CCC(=O)c1ccccc1)CCC(=O)c1ccccc1
  77	-88*	98	65	98	89	107	91	96
C=COCCCCOC=C
  77	91	111	93	114	100	94	93	97
O=S(=O)(CCCCl)Nc1ccc2[nH]ccc2c1
  88	93	116	110	108	101	109	96	109
C/C(=N\O)c1ccc(NC(=O)CSc2nc3[nH]c(=O)n(C)c(=O)c3[nH]2)cc1
  91	95	98	99	.	87	101	91	97
CCCCN(CCCC)C(=O)c1ccccc1C
  87	91	99	96	113	90	109	100	98
OC(COc1ccc(Cl)cc1)CN1CCCC1 (stereo not drawn)
  89	88	100	103	121	90	103	81	95
CCCn1c(N)c(N(CCOC)C(=O)COc2ccc3ccccc3c2)c(=O)[nH]c1=O
  74	98	102	137	111	113	100	79	108
Nc1cc(Cl)ccc1Oc1ccc(Cl)cc1
  57	.	100	95	90	98	.	89	116
NC1C2CCC1CN(c1cnc(C(=O)Nc3cc(F)cc4cccnc34)cn1)C2 (stereo not drawn)
  35	72	68	67	62	91	28	39	84
COC(=O)CCN1C(=O)/C(=C/c2ccc(O)cc2)SC1=S
  76	83	103	101	105	109	92	94	97
BrC(c1ccccc1)C(Br)c1ccccc1 (stereo not drawn)
  89	92	104	107	105	107	102	100	109
CC(=O)Nc1nnc([N+](=O)[O-])s1
  86	96	107	105	126	119	94	116	96
Cn1c(=O)c(C#N)c(-c2ccccc2)n2c(SCC3CO3)nnc12 (stereo not drawn)
  51	91	77	65	72	97	74	91	103
CC1=CC[C@@H]2C(C)(C)[C@@H](O)CC[C@@]2(C)[C@@H]1COc1ccc2ccc(=O)oc2c1
  2.2*	26	89	93	65	82	49	36	91
COc1cc(-c2nnc(-c3c(-c4ccc(F)cc4)nc4ncccn34)o2)cc(OC)c1OC
  65	88	107	102	102	108	88	105	95

# Other results follow:
# Fields: UO-31	NCI-H522	NCI-H460	786-0	RXF 393	TK-10	ACHN	CAKI-1	NCI-H322M
S=C(S)OCN1CCOCC1
  76	1.6*	90	108	107	98	100	93	98
CCOC(=O)Cc1ccc([N+](=O)[O-])cc1
  87	93	94	102	103	96	97	93	101
Cc1ccc(N2C(=O)CSC2c2ccc(OCC(=O)c3ccccc3)cc2)cc1 (stereo not drawn)
  74	86	102	98	93	110	95	73	101
CN(C)c1ccc(N=Cc2ccc(N3CCOCC3)cc2)cc1
  71	42	92	101	130	116	89	87	106
CCCCCCCCCCCCCCCC(=O)Nc1cc2c(C)cc(=O)oc2cc1O
  87	90	105	103	115	89	112	94	104
C=C(C)[C@@H]1CC[C@]2(C(=O)O)CC[C@]3(C)[C@H](CC[C@@H]4[C@@]5(C)Cc6cc(Cc7ccc(Br)cc7)oc6C(C)(C)[C@@H]5CC[C@]43C)[C@@H]12
  83	81	107	95	118	89	95	.	95
CCOC(=O)C1C/C(=N\O)c2ccc(OC)c(OC)c2C1 (stereo not drawn)
  107	95	104	98	117	115	102	97	113
CN(C)CCCC(C#N)c1ccccc1 (stereo not drawn)
  104	119	116	98	115	100	.	117	115
Cc1cnc(C(=O)O)c[n+]1[O-]
  101	.	108	108	122	97	103	103	.
O=[N+]([O-])c1ccc(N2CCCCC2)c([N+](=O)[O-])c1
  80&102	72&84	109&109	101&101	98	93&97	102&96	104&93	85&105
NC(=O)c1cc(Cl)ccc1NC(=O)[C@@H]1C[C@H]1c1ccccc1
  89	.	101	100	.	68	92	108	92
O=C(Nc1ccc(C2=NCCN2)cc1)c1ccc(C(=O)Nc2ccc(C3=NCCN3)cc2)c(Cl)c1
  96	94	105	110	114	106	93	75	95
C=CCn1c(SCC(=O)Nc2ccc(C(=O)/C=C/c3cc(OC)c(OC)c(OC)c3)cc2)nnc1-c1c[nH]c2ccccc12
  43	36	3.4*	23	.	144	52	.	53
O=C(CCC1CCCCC1)OCCCc1ccccc1
  101	109	101	103	108	104	108	103	108
O=c1c2c3c(sc2nc(SCc2nnc(Nc4ccccc4)s2)n1Cc1ccccc1)CCCC3
  .	90	107	124	98	134	95	107	114
O=C1C=Cc2nc3ccccc3c(=O)n21
  76	92	104	100	108	116	99	85	98
O=C(Nc1ccccc1[N+](=O)[O-])OC/C=C/c1ccccc1
  93	86	112	107	99	85	105	96	102
CC(C)CCNC(=O)[C@@H](CC(C)C)n1ccc2ncccc2c1=O
  108	94	98	112	97	98	105	93	111
CCCSc1cc(Cl)nc(N)n1
  97	101	115	98	119	98	100	73	99
Cc1cnc(NC(=O)CNc2nnc(-c3cccnc3SCc3ccccc3)s2)s1
  80	91	109	.	105	113	113	95	.

# Next part:
# Fields: UO-31	NCI-H522	NCI-H460	786-0	RXF 393	TK-10	ACHN	CAKI-1	NCI-H322M
COc1ccc(CN2CCCC(C(=O)c3ccc(C(F)(F)F)cc3)C2)c(O)c1 (stereo not drawn)
  26	-37*	7.1*	41	20	35	38	33	81
Nc1nn(-c2ccccc2)c2nc(=S)[nH]c(-c3ccc(Cl)cc3Cl)c12
  65	92	100	93	109	139	91	76	93
C/C(=C(/c1ccc(O)cc1)c1ccc(OCCN2CCCC2)cc1)c1ccc(Cl)cc1
  54	61	-1.6*	46	3.9*	85	34	42	54
CC(C)(C)C1=CC(=O)C(C(C)(C)C)=CC1=O
  92&93	89&83	100	105&93	105&90	95&102	114&95	91	102&104
Fc1ccc(-c2csc(N/N=C/c3cccs3)n2)cc1
  59	80	98	96	114	146	94	87	97
COc1cc(C2CC(c3ccc(Oc4ccc(Cl)cc4)cc3)=NN2c2nc(-c3ccc(F)cc3)c(C#N)c(N3CCOCC3)n2)cc(OC)c1OC (stereo not drawn)
  78	93	109	95	108	99	98	85	102
Nc1c(C(=O)Nc2cccc3cccnc23)sc2nc3c(cc12)C(=O)CCC3
  76	95	103	107	110	132	100	85	104
CSc1nc2c(c(=O)[nH]1)C(c1ccc(Cl)cc1)C1=C(N2)/C(=C/c2ccc(Cl)cc2)CCC1 (stereo not drawn)
  86	74	74	86	101	93	95	77	96
O=C(Nc1ccc2ncnc(Nc3cccc(C(F)(F)F)c3)c2c1)c1ccccc1
  62	58	55	79	82	71	69	.	83
CN(C)C(=O)c1cccc(NC(=O)Oc2ccccc2)c1
  90	.	102	106	99	93	100	101	102
CC(C)C[C@@H](NC(=O)[C@@H](Cc1ccccc1)NC(=O)c1cnccn1)B1Oc2ccc(C[C@H](NC(=O)[C@H](Cc3ccc4c(c3)OB([C@@H](CC(C)C)NC(=O)[C@@H](Cc3ccccc3)NC(=O)c3cnccn3)O4)NC(=O)[C@@H](N)CC3CCC4OB([C@@H](CC(C)C)NC(=O)[C@@H](CC5CCCCC5)NC(=O)C5CNCCN5)OC4C3)C(=O)NCCCC[C@@H]3NC(=O)[C@@H](Cc4ccccc4)NC(=O)[C@H](CC(=O)O)NC(=O)CNC(=O)[C@H](CCCNC(=N)N)NC3=O)cc2O1 (stereo partly drawn)
  -27*	-43*	-55*	-13*	-89*	-78*	-12*	-41*	-8.3*
C=C(Cl)COC(=O)C(C)(C)O
  93	94	104	101	111	89	105	95	90
c1ccc(-c2ccc(-c3ccccc3)[nH]2)cc1
  87	86	103	97	102	138	100	84	96
CC(=O)CC(C)(C)c1ccc(Cl)cc1
  86	96	108	98	98	114	102	90	107
CC12CCCC(=O)N1c1ccccc1-c1nc(-c3ccccc3Br)nn12 (stereo not drawn)
  68	89	99	100	94	180	95	78	96
COc1ccc(/C=C2/CN(C(=O)c3ccc(C)cc3)C/C(=C\c3ccc(OC)cc3)C2=O)cc1
  58	69	105	100	92	113	92	85	90
O=C(c1ccccc1)C(O)(CN1CCCCC1)c1ccccc1 (stereo not drawn)
  75	.	112	105	117	105	102	105	107
COc1cc(/C=N/Nc2ccc([N+](=O)[O-])cc2)cc(OC)c1OC
  73	.	88	96	98	99	93	101	85
C=C1C(=O)O[C@H]2[C@H]1CC/C(COC(=O)CCSCCC(=O)OC/C1=C/CC[C@@]3(C)O[C@H]3[C@H]3OC(=O)C(=C)[C@@H]3CC1)=C\CC[C@@]1(C)O[C@@H]21
  -49*	-76*	9.9*	-22*	-95*	-3.9*	-12*	4.5*	80
CCOC(=O)C(=Cc1ccc(N(C)C)cc1)C(=O)OCC
  78	80	110	108	102	103	106	98	99

# Whole records as entered above. Values in the order: UO-31 | NCI-H522 | NCI-H460 | 786-0 | RXF 393 | TK-10 | ACHN | CAKI-1 | NCI-H322M
# CSc1nc2c(c(=O)[nH]1)C(c1ccc(Cl)cc1)C1=C(N2)/C(=C/c2ccc(Cl)cc2)CCC1 (stereo not drawn) reads 86 | 74 | 74 | 86 | 101 | 93 | 95 | 77 | 96
# c1ccc(-c2ccc(-c3ccccc3)[nH]2)cc1 reads 87 | 86 | 103 | 97 | 102 | 138 | 100 | 84 | 96
# Nc1nn(-c2ccccc2)c2nc(=S)[nH]c(-c3ccc(Cl)cc3Cl)c12 reads 65 | 92 | 100 | 93 | 109 | 139 | 91 | 76 | 93
# CCOC(=O)C(=Cc1ccc(N(C)C)cc1)C(=O)OCC reads 78 | 80 | 110 | 108 | 102 | 103 | 106 | 98 | 99

# The listing continues.
# Fields: UO-31	NCI-H522	NCI-H460	786-0	RXF 393	TK-10	ACHN	CAKI-1	NCI-H322M
CCc1nc2cc(/C=C/C(=O)NO)ccc2c(=O)n1CCc1ccc(OC)cc1
  21	15	13	21	-25*	2.2*	9.5*	13	30
CCCC(=O)Oc1ccc(C(C)(C)C)cc1
  99	96	105	98	105	99	113	99	115
CC(C)CCCC(C)[C@H]1CCC2C3CC=C4C[C@@H](O)CC[C@]4(C)C3CC[C@@]21C (stereo partly drawn)
  91	111	108	104	106	129	.	90	108
Clc1nc(-c2cccnc2)nc2sc3c(c12)CCCCCC3
  101	86	107	101	116	103	105	94	102
CC1CCC/C(=N/Nc2ccc3ccccc3n2)C1 (stereo not drawn)
  53	103	.	102	101	136	95	.	.
